Assay outcomes as filed in PubChem.
EPAC1 antag: qHTS for Antagonist of cAMP-regulated guanine nucleotide exchange factor 3 (EPAC1): primary screen. Rap guanine nucleotide exchange factor 3 (Homo sapiens), O95398. EPAC1 GEF assay, Rap1b-BODIPY-GDP exchange fluorescence. Potency, µM (series often up to 115 µM), inactives show at the top dose activity change, negative = inhibition, usual class: inhibitors. hit rate 0.14% among 360,000;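 further: plate controls were vehicle for no effect and positive control for full effect; nearly all actives have a fitted effect of over 50% in size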
FUS suppressor: qHTS for Suppressors of FUS Proteinopathy: Primary screen using FUS-linked yeast assay | S. cerevisiae FUS-expressing, growth rescue, OD600, 24 h | hit rate 0.24% among 390,000 | Potency, µM (top dose mostly 76.6 µM), for the others: at the top dose growth rescue (activation), usual class: activators;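 further: plate controls were DMSO vehicle for no effect and reference control for full effect; nearly all actives have a fitted effect of over 55% in size; some results filed as inactive show a strong effect at the top dose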
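Quantitative HTS measuring growth restoration of FUS-toxic yeast. Galactose-induced cells (OD 0.005) were exposed 24hr at 30C to compounds at several concentrations, then absorbance at 600 nm was recorded.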
PTHR1 agonist: qHTS for PTHR1 Agonists: Primary Screen; Parathyroid hormone/parathyroid hormone-related peptide receptor (Homo sapiens), Q03431; hit rate 0.075% among 410,000; Potency, µM (series often up to 115 µM), inactives show top-dose activation, most hits filed as activators; HEK293 GP2 PTHR1 cells, GloSensor cAMP luminescence, 1 h; further: nearly all actives have a fitted effect of over 55% in size; some results filed as inactive show a strong effect at the top dose; inactives centre near -15; many of its hits are not listed in these tables
Target sequence (Q03431 whole entry, looked up): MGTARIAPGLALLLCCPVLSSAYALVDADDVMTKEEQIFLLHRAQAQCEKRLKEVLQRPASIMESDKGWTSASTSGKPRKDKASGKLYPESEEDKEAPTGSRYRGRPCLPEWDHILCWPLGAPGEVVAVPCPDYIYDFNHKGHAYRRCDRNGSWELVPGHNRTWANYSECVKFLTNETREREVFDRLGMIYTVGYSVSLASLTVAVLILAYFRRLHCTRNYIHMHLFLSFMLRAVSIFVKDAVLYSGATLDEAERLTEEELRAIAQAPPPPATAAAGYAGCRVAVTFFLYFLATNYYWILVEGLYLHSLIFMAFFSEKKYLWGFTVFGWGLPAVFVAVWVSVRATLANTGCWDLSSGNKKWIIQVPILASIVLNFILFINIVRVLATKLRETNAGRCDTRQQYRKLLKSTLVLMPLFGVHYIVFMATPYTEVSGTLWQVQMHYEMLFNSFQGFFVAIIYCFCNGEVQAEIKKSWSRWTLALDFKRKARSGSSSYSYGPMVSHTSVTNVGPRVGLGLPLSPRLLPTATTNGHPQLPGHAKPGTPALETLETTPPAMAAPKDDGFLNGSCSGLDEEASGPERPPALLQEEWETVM
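HEK-293-derived GP2 cells expressing PTHR1 and a GloSensor cAMP reporter, 3,000/well, plated overnight, given luciferin plus IBMX (each 0.5 mM as added) for 1 h at 37 °C, then compound for 1 h at 37 °C. Luminescence was read after 15 min at room temperature.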
TDP43 rescue: qHTS of TDP-43 Inhibitors; TDP-43 expressing yeast growth rescue, BacTiter-Glo, 24 h; Potency, µM (top dose mostly 46.1 µM), for the others: at the highest dose growth rescue (activation), most hits filed as activators; hit rate 1.8% among 410,000; AID 652104, 2013; further: % of control where 0% means no effect; nearly all actives have a fitted effect of over 50% in size
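Galactose-induced TDP-43 yeast, OD600=0.02, compound pinned; 24 hr, 30 deg C; BacTiter-Glo luminescence for growth. Inhibitors of TDP-43 toxicity read as activators.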
aSyn yeast inh: qHTS of alpha-syn Inhibitors; AID 652106, 2013; Yeast expressing alpha-synuclein, growth rescue, BacTiter-Glo, 24 h; Potency, µM (top dose mostly 46.1 µM), without a hit: top-dose growth rescue (activation), hits mostly activators; hit rate 0.14% among 370,000; further: % of control where 0% means no effect; nearly all actives have a fitted effect of over 65% in size
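Readout is rescue of growth in alpha-synuclein-expressing yeast, so inhibitors of toxicity appear as activators. Growth after 24 hr at 30 deg C in galactose medium is quantified by luminescence.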
EPAC2 antagonist: qHTS for Antagonist of cAMP-regulated guanine nucleotide exchange factor 2 (EPAC2): primary screen. Rap guanine nucleotide exchange factor 4 (Homo sapiens), Q8WZA2. EPAC2 GEF exchange of Rap1B-BODIPY-GDP, fluorescence. Potency, µM (series often up to 114 µM), inactives show at the highest dose activity, negative = inhibition, hits mostly inhibitors. hit rate 0.18% among 360,000. AID 720708, 2013; further: on the % scale 0 is the no-effect control and ±100 the full control effect; nearly all actives have a fitted effect of over 45% in size; many of its hits are not listed in these tables
EPAC2 ag: qHTS for Agonist of cAMP-regulated guanine nucleotide exchange factor 4 (EPAC2): primary screen; EPAC2 activation, biochemical qHTS; response scale: 100% = 6.5 mM cAMP response; Potency, µM (titrated, usually from 154 µM), without a hit: at the highest dose activation, usual class: activators; hit rate 0.079% among 360,000; AID 720711, 2013; further: nearly all actives have a fitted effect of over 50% in size
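Exchange assay: 100 nM EPAC2 with 250 nM Rap1B-BODIPY-GDP and 50 uM GDP. Fluorescence (ex 480/em 540 nm) read every 5 min for 30 min at room temperature. Data normalized to 6.5 mM cAMP as agonist control.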
EPAC1 ag: qHTS for Agonist of cAMP-regulated guanine nucleotide exchange factor 3 (EPAC1): primary screen; EPAC1 agonist qHTS, biochemical assay; response scale: 100% = response to 6.5 mM cAMP; hit rate 0.073% among 360,000; Potency, µM (top dose mostly 154 µM), for inactives: top-dose activation, most hits filed as activators; Rap guanine nucleotide exchange factor 3 (Homo sapiens), O95398; further: nearly all actives have a fitted effect of over 60% in size
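Fluorescent GDP-exchange assay: 100 nM EPAC1 with 250 nM Rap1B preloaded with BODIPY-GDP and 50 uM GDP; compounds tested as concentration series, 5 min at room temperature, then read every 5 min for 30 min (ex 480/em 540 nm); normalized to 6.5 mM cAMP.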
Numbers without * were called inactive; i = inactive; ? = inconclusive; nt = no result given; & = joins results of further samples; [ ] = remark or other dose. The call rests on the fitted dose curve; in most records, active means well fitted curve in the direction sought with a large enough effect; inconclusive means small, poorly fitted or top-dose-only effect, or another doubt; inactive means no such curve, though single readings can be large; an effect the other way counts as inactive or inconclusive. Potency means the concentration at half of the fitted maximal effect. Some of the compounds tested; the hit share may differ from the screen's.

SMILES,EPAC2 antagonist,TDP43 rescue,PTHR1 agonist,EPAC1 antag,EPAC2 ag,EPAC1 ag,aSyn yeast inh,FUS suppressor
Cc1ccc(S(=O)(=O)NCC(c2ccco2)S(=O)(=O)c2ccccc2)cc1 (configuration not stated),-10%,-6%,-14%,-11%,15%,8%,-7%,3%
NC(=O)c1nn(-c2ccccc2)c(=O)cc1O,14%,2%,i,15%,2%,-8%,4%,15%
CCOC(=O)c1cnc(-n2nc(C)cc2C)nc1NNc1cc(C)nc(-c2ccccc2)n1,-17%,?,2%,-17%,-14%,9%,?,18%
O=C(Nc1cc(S(=O)(=O)N2CCOCC2)ccc1N1CCOCC1)c1cccs1,-5%,1%,-15%,8%,9%,11%,-2%,nt
Cc1ccc(C)c(CN2C(=O)c3ccccc3S(=O)(=O)c3ccc(C(=O)Nc4cc(F)ccc4F)cc32)c1,nt,5%,i,nt,nt,nt,0%,?
COc1ccc(S(=O)(=O)NCC(=O)N(CC(=O)NCc2ccco2)Cc2ccc(F)cc2)cc1,1%,9%,i,-5%,3%,-13%,-3%,0%
COc1ccc(C(=O)C(C)OC(=O)COc2ccccc2)cc1 (configuration not stated),-17%,14%,i,-10%,5%,10%,1%,8%
COC(=O)C1=CN(C(C)C)C=C(C(=O)OC)C1c1cccc(OC)c1,?,27%,i,-4%,7%,-2%,-1%,nt
COCCC(=O)N1CCC(n2nccc2NC(=O)c2ccccc2C)CC1,1%,3%,i,2%,1%,5%,3%,-4%
COc1cccc2c1OC1(C)CC2NC(=O)N1c1cccc(C(=O)N2CCN(c3ccccc3)CC2)c1 (configuration not stated),7%,0%,i,9%,-3%,-4%,-1%,18%
O=C(CNC(=O)c1ccc(Br)o1)NNC(=O)c1cccc(Cl)c1,-1%,-3%,1%,1%,2%,-1%,-1%,13%
Cc1cccc(OCCSc2nc3ccccc3n2CC(=O)O)c1,6%,8%,-32%[inhibitor],-12%,2%,-8%,-3%,-6%
CC1(C)CC(=O)c2c(oc3ccc(NS(=O)(=O)c4ccc(C(=O)O)cc4)cc23)C1,5%,-7%,2%,8%,0%,6%,-6%,?
Cc1nc(-c2ccc(Cl)cc2)sc1C1(C)CC(c2ccccc2)=NO1 (configuration not stated),5%,3%,-25%,6%,19%,5%,16%,8%
CCOc1ccc(CSC(CC(=O)O)C(=O)O)cc1 (configuration not stated),3%,6%,i,-2%,2%,6%,2%,-1%
Cc1cccc(N(Cc2ccccc2)C(=O)C2CCN(C(=O)c3ccccc3C)CC2)c1,-16%,3%,-3%,-6%,11%,3%,8%,nt
O=S(=O)(NCC1CCC(NS(=O)(=O)c2c(F)cccc2F)CC1)c1ccc2c(c1)OCCO2 (configuration not stated),-6%,nt,-19%,-26%,-6%,-11%,nt,-8%
O=C(c1ccco1)n1nc(-c2ccco2)nc1SCc1ccccc1,6%,29%,-8%[57.5 µM],-10%,-2%,0%,-4%,17%
O=C(Nc1ccc(Nc2ccccc2)cc1)C(Cl)Cl,-3%,?,-3%,-30%,9%,-9%,-10%,11%
CCC(C)(C)C(=O)O,-2%,22%,i,6%,5%,-6%,4%,-40%
O=C(c1cccs1)N1CCCC(c2nc(-c3ccc(F)cc3)no2)C1 (configuration not stated),13%,-3%,-5%[57.5 µM],-4%,10%,-2%,0%,36%
C=CCOC(=O)C1=C[C@@H](c2coc3ccccc3c2=O)C[C@@H](OCCCCO)O1,0%,-3%,-32%,-4%,6%,3%,6%,5%
CCOC(=O)c1cc(=O)n(Cc2ccccc2C)c2ccccc12,-9%,23%,i,-2%,9%,15%,2%,20%
Cn1c(SCC(=O)N/N=C/C=C\c2ccccc2[N+](=O)[O-])nc2ccccc21,-11%,-3%[9.22 µM],-10%,-11%,0%,0%,-2%,3%
C=CCn1c(O)c(N=O)c2cc(C)ccc21,-11%,-14%[0.397 µM],-8%,-17%,4%,-9%,-1%,2%
Cc1nnc(NC(=O)CSc2ccc(-c3cccnc3)nn2)s1,2%,-6%,i,7%,8%,5%,3%,15%
Cc1ccc(Cn2ccc(-c3cnc(-c4ccccc4)s3)n2)cc1,-7%,-3%,-14%,-19%,13%,?,3%,-11%
O=C(NCCCN1CCOCC1)c1csc2c1CCCC2,3%,-12%,-25%[57.5 µM],6%,8%,-9%,0%,-25%
COc1ccc(C(CNC(=O)c2ccco2)N2CCCC2)cc1 (configuration not stated),5%,-10%,?,-14%,7%,-7%,-7%,14%
Cc1nc(/C=[N+](\[O-])C(C)(C)/C=N/O)n(O)c1C,9%,1%,-1%[57.5 µM],0%,7%,1%,-6%,-15%
O=C(Nc1nc(-c2ccc(Cl)cc2Cl)cs1)C1CCCO1 (configuration not stated),-1%,13µM*,-37%[inhibitor],-3%,18%,9%,-7%,23%
CCCCCCCC(=O)O,17%,7%,-13%,13%,0%,-21%,1%,3%
COc1ccc(C(=O)Nc2cc(OC)c(NC(=O)c3ccco3)cc2OC)cc1,7%,1%,-5%[57.5 µM],-4%,-8%,2%,-5%,19%
COc1ccc(O)c(/C=N/Nc2nc3ccccc3[nH]2)c1,8%,0%,i,5%,6%,0%,3%,-7%
O=C(CNc1cccc2ccccc12)N/N=C/c1ccc[nH]1,-5%,-1%,i,-14%,2%,-3%,2%,6%
O=C1CC[C@@H](CN(Cc2ccccn2)Cc2nc(Cc3cccc(C(F)(F)F)c3)no2)N1,-5%,13%,i,5%,1%,6%,0%,-5%
CC(=O)c1cccc(NS(=O)(=O)c2cc3c(cc2C)N(C(C)=O)CCO3)c1,8%,-5%&5%,-6%&-9%,8%,1%,-2%,-1%,-11%&0%
COc1ccc(CN2CCN(C(=O)c3ccco3)CC2)cc1,1%,-6%,i,-4%,9%,5%,-2%,5%
CCOc1ccc(NC(=O)Nc2nc3ccc(S(C)(=O)=O)cc3s2)cc1,21%,-14%,i,-2%,7%,-5%,-1%,16%
CCOc1cc(C(=O)Nc2ccc(N3CCN(S(C)(=O)=O)CC3)cc2)cc(OCC)c1OCC,13%,-1%,i,-4%,-6%,-7%,3%,10%

One compound at a time, as listed above. Order of screens: EPAC2 antagonist	TDP43 rescue	PTHR1 agonist	EPAC1 antag	EPAC2 ag	EPAC1 ag	aSyn yeast inh	FUS suppressor
Shown for C=CCn1c(O)c(N=O)c2cc(C)ccc21 → -11%	-14%[0.397 µM]	-8%	-17%	4%	-9%	-1%	2%
Shown for O=C(c1ccco1)n1nc(-c2ccco2)nc1SCc1ccccc1 → 6%	29%	-8%[57.5 µM]	-10%	-2%	0%	-4%	17%

More structures:
SMILES,EPAC2 antagonist,TDP43 rescue,PTHR1 agonist,EPAC1 antag,EPAC2 ag,EPAC1 ag,aSyn yeast inh,FUS suppressor
COc1ccc(S(=O)(=O)N(C)C2(C)CCS(=O)(=O)C2)cc1OC (configuration not stated),-2%,-20%,i,-2%,14%,17%,-1%,30%
COc1ccccc1NS(=O)(=O)c1cccc(C(=O)N2CC(C)OC(C)C2)c1 (configuration not stated),3%,18%,-7%,-7%,2%,-1%,5%,3%
COc1ccc(S(=O)(=O)N(CC(=O)NCCC(C)C)c2ccccc2)cc1OC,13%,-16%,i,-7%,3%,-7%,-1%,24%
Cc1ccc(/C=[N+](/[O-])C2SC(=S)N(C)C2(C)C)cc1 (configuration not stated),10%,-12%,i,11%,0%,-1%,1%,-20%
O=C(Nc1nc(-c2cc(F)ccc2F)cs1)C1=COCCO1,-4%,7%,-12%,6%,8%,?,3%,-2%
CCCOC(=O)c1ccc(NC(=O)c2cc(=O)[nH]c3ccccc23)cc1,-4%,-3%,-4%,0%,2%,-8%,-3%,-6%
CCN(CC)S(=O)(=O)c1cccc(C(=O)NNC(=O)C2=NN(c3ccccc3)C(=O)CC2)c1,-6%,-1%,i,-10%,8%,5%,-1%,20%
O=C(NCc1ccco1)C1CC(c2c(Cl)cccc2Cl)=NO1 (configuration not stated),0%,26%,i,-3%,7%,7%,4%,8%
COc1ccc2cc(C(=O)N3CCc4ccccc43)[nH]c2c1,-5%,16%,i,-7%,3%,0%,0%,-2%
COc1ccc(-c2nc3ccc(Cl)cn3c2NC2CCCCC2)cc1SC1CCCCC1,13%,?,i,10%,7%,-17%,2%,37%
CCOC(=O)c1sc2nc(N3CCOCC3)c3c(c2c1N)CCC3,-6%,21%,-8%,-7%,-8%,8%,-12%,17%
COCC(C)NC(=O)c1cc(-c2ccc(O)cc2)on1 (configuration not stated),15%,-24%,-18%,22%,0%,-19%,-4%,11%
c1ccc(-c2cc(-c3ccccc3)ncn2)cc1,-11%,?,-12%,6%,11%,9%,1%,-2%
Cc1ccc(S(=O)(=O)N(C)Cc2ccc(-c3nnc4n3CCC4)cc2)cc1,15%,-17%,i,6%,6%,-14%,2%,10%

Five of the entries above in order of their number in EPAC2 antagonist, smallest number first:
SMILES	EPAC2 antagonist	PTHR1 agonist	EPAC1 antag
COc1ccc2cc(C(=O)N3CCc4ccccc43)[nH]c2c1	-5%	i	-7%
CCCOC(=O)c1ccc(NC(=O)c2cc(=O)[nH]c3ccccc23)cc1	-4%	-4%	0%
Cc1ccc(/C=[N+](/[O-])C2SC(=S)N(C)C2(C)C)cc1 (configuration not stated)	10%	i	11%
COc1ccc(-c2nc3ccc(Cl)cn3c2NC2CCCCC2)cc1SC1CCCCC1	13%	i	10%
COCC(C)NC(=O)c1cc(-c2ccc(O)cc2)on1 (configuration not stated)	15%	-18%	22%
